Chronic BCR inh: chronic active BCR signaling inhibition; ABC-DLBCL IkBa-CBG/CBR reporter, luminescence ratio, 4 h; Potency, µM (top dose mostly 46.1 µM), inactives show at the highest dose ratio change, negative = lower green/red ratio, most hits filed as inhibitors; hit rate 0.05% among 340,000; AID 493014; active means well fitted inhibition curve with a large enough effect in the signal ratio, with a control signal flat, not every such curve was filed as active; inconclusive means small, poorly fitted or top-dose-only effect, or effect the other way, or a change in a side signal; the % refers to the signal ratio;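 further: potency means the concentration at half of the fitted maximal effect; plate controls were basal doxycycline-induced cells for no effect and cells given 10 µM MG132 for full effect; MG132 reads +100%, hits lower the ratio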
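Concentration-response series (up to 46 uM) were applied to TMD8 dual-reporter cells for 4 h at 37C with doxycycline. Green/red ratio, after filter-overlap correction, defined %Activity; red signal alone was normalised to basal cells and zero luminescence.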
ASM inhibitor: human S-ASM enzyme inhibition; P17405; placental ASM, HMU-PC fluorogenic substrate, 60 min; Potency, µM (titrated, usually from 57.5 µM), without a hit: at the top dose activity change, negative = inhibition, hits mostly inhibitors; hit rate 0.006% among 340,000; further: potency means the concentration at half of the fitted maximal effect
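Steps: dispense placental human ASM, pin compound, wait 10 min at room temperature, add HMU-PC0 substrate at 9 uM final, incubate 60 min at 37 °C, add stop solution raising pH to 10, read fluorescence.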
Eya2 inh: Eya2 (human) phosphatase inhibition. AID 488837. recombinant Eya2, OMFP fluorescence dephosphorylation (OMFP is methylfluorescein phosphate). O00167. hit rate 0.006% among 330,000. Potency, µM (series often up to 76.9 µM), for inactives: at the highest dose activity, negative = inhibition, hits mostly inhibitors; further: potency means the concentration at half of the fitted maximal effect; on the % scale 0 is the no-effect control and ±100 the full control effect
Target sequence (O00167 whole entry, looked up): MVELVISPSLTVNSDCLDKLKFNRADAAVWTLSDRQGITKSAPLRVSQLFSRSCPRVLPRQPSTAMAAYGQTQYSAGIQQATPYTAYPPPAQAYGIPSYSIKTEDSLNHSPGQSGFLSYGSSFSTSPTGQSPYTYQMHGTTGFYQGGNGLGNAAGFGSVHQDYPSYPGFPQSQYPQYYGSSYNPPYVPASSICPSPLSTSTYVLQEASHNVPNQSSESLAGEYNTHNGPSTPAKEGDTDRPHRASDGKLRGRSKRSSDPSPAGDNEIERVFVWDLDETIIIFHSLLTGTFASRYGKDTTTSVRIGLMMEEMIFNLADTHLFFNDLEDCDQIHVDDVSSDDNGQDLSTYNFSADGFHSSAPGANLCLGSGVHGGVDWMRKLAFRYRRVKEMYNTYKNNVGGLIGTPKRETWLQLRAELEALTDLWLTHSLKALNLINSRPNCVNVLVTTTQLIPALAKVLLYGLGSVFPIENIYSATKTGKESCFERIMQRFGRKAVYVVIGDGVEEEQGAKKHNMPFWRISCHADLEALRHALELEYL
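Eya2 (0.2 uM) preincubated 10 min at ambient with compound, then OMFP substrate added at 50 uM; 10 min reaction in 50 mM HEPES pH 7.5, 50 mM NaCl, 5 uM MgCl2, 0.05% BSA, 1 mM DTT. Fluorescence read at Ex 485/Em 525 nm.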
Mito fusion yeast: inhibitors of mitochondrial division or activators of mitochondrial fusion. S. cerevisiae fusion-defective mutant growth rescue, CellTiterGlo 48 h. Potency, µM (series often up to 46.1 µM), for inactives: at the top dose growth rescue (activation), most hits filed as activators. hit rate 0.23% among 320,000;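 further: potency means the concentration at half of the fitted maximal effect; % of control where 0% means no effect; nearly all actives have a fitted effect of over 45% in size; temperature-sensitive fusion mutants such as fzo1-1 at 37 °C on non-fermentable ethanol glycerol medium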
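Luminescent cell viability in 1536-well qHTS format served as the measure of rescued growth in ts fusion-mutant S. cerevisiae cultured on non-fermentable YPEG for 48 hours at 37C.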
TSHR antagonist: blocks TSH signaling through the human TSH receptor; TSHR-expressing cells, TSH-stimulated cAMP HTRF, 2 h; hits give low values; activity change, negative = inhibition, % at 11.5 µM; hit rate 0.2% among 330,000;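 active means activity change below a set negative limit, meaning inhibition stronger than a set level, cut at about -70% in these data; inconclusive means activity change between two set negative limits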; further: on the % scale 0 is the no-effect control and ±100 the full control effect
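Read-out is FRET at 665 nm (cryptate excitation 337 nm) from a cryptate-tagged anti-cAMP antibody, competed by cell cAMP against cAMP-d2. Compounds are tested on freshly harvested TSHR cells challenged with 4nM TSH (EC80) for 2 hours at 37 deg C.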
USP2a block: blocks human ubiquitin-specific protease USP2a; O75604; USP2 core, Ub-CHOP2 coupled fluorogenic reporter, 485/531; Potency, µM (titrated, usually from 38.3 µM), for the others: at the highest dose activity change, negative = inhibition, usual class: inhibitors; hit rate 0.01% among 330,000;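 further: potency means the concentration at half of the fitted maximal effect; plate controls were DMSO wells for no effect and full inhibition by NEM control for full effect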
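Cell-free coupled assay: 10nM USP2 core preincubated 30min RT with compound in Tris-HCl pH 8.0/CaCl2/CHAPS buffer, then 25nM Ub-CHOP2 and 25nM reporter substrate; fluorescence (Ex 485/Em 531) read after 60min RT, normalized to NEM inhibition, concentration-response curves fitted.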
MBNL1 CUG block: blocks human MBNL1 binding to CUG repeat RNA. TR-FRET MBNL1-His/biotin-(CUG)12 binding, 665/545 ratio. Potency, µM (doses to about 57.5 µM), for the others: at the top dose activity change, negative = inhibition, hits mostly inhibitors. hit rate 0.036% among 280,000. AID 2675; active means well fitted inhibition curve with a large enough effect in the signal ratio, with a control signal flat, not every such curve was filed as active; inconclusive means small, poorly fitted or top-dose-only effect, or effect the other way, or a change in a side signal; inactive means no such curve, though single readings can be large or run the other way; the % refers to the signal ratio; further: potency means the concentration at half of the fitted maximal effect; on the % scale 0 is the no-effect control and ±100 the full control effect
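Inhibition of protein-RNA binding appears as loss of TR-FRET between terbium anti-His antibody on MBNL1-His and streptavidin-XL665 on biotin-(CUG)12. Activity is normalized to buffer-only and uninhibited-complex controls.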
Menin MLL FP TR: menin-MLL binding inhibition, Texas Red mutant peptide; O00255; Menin + Texas Red MLL mutant peptide, fluorescence polarization; Potency, µM (titrated, usually from 61.6 µM), for inactives: at the top dose FP activity change, negative = inhibition, usual class: inhibitors; hit rate 0.23% among 270,000; active means well fitted inhibition curve with a large enough effect in the polarisation, with a control signal flat, not every such curve was filed as active; inconclusive means small, poorly fitted or top-dose-only effect, or effect the other way, or a change in a side signal; inactive means no such curve, though single readings can be large or run the other way; the % refers to the polarisation; further: potency means the concentration at half of the fitted maximal effect; % of control where 0% means no effect; many of its hits are not listed in these tables
PKM2 activator: increases activity of human pyruvate kinase M2; P14618; purified PKM2, Kinase-Glo ATP luminescence, activation; response scale: 0% is enzyme alone, no compound; Potency, µM (top dose mostly 57.5 µM), for the others: at the highest dose activation, most hits filed as activators; hit rate 0.34% among 260,000; further: potency means the concentration at half of the fitted maximal effect; on the % scale 0 is the no-effect control and ±100 the full control effect; nearly all actives have a fitted effect of over 55% in size
Target sequence (P14618 whole entry, looked up): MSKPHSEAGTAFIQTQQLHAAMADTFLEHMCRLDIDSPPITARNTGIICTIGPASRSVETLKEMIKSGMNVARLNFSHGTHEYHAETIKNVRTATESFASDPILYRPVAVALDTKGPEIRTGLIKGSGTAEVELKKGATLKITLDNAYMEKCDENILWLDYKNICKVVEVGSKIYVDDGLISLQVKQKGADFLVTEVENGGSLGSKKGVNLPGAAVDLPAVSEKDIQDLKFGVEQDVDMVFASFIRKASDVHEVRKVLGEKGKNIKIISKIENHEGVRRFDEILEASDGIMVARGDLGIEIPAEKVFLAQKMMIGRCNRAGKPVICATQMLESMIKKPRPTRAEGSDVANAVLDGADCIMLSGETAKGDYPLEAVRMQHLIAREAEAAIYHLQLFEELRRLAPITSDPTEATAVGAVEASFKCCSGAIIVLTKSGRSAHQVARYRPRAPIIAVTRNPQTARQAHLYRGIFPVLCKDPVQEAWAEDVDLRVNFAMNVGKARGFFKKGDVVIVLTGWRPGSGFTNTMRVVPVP
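ATP formation by purified human PK-M2, quantified via coupled luciferase luminescence after 1 h at room temperature with 0.1 mM ADP and 0.5 mM PEP final.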
GALK inh: blocks human galactokinase activity; AID 1868; hit rate 0.007% among 270,000; P51570; Purified GALK, Kinase-Glo residual ATP luminescence; Potency, µM (series often up to 57.5 µM), for the others: at the highest dose activity change, negative = inhibition, most hits filed as inhibitors; further: potency means the concentration at half of the fitted maximal effect; on the % scale 0 is the no-effect control and ±100 the full control effect
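The enzyme phosphorylates galactose (100 uM) using ATP (35 uM); inhibition is detected as higher residual ATP, quantified by bioluminescence after 1 h reaction at room temperature, pH 8.0.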
hERG WT inh: blocks the wildtype human KCNH2 potassium channel | Q12809 | hit rate 0.37% among 340,000 | activity change, % at 1.84 µM | U2OS, BacMam KCNH2, thallium flux FluxOr; hits give low values;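 active means maximum activity change below -70%; inconclusive means maximum activity change between -70% and -50%; inactive means maximum activity change above -50%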; further: on the % scale 0 is the no-effect control and ±100 the full control effect
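U2OS cells were transduced with wild-type KCNH2 virus (2.03 x 10^8 / mL) for 4 h at room temperature, then cultured overnight at 37 C. Thallium flux was read with FluxOr dye. Rate constants were normalized to DMSO controls.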
Active calls of the source: *; u = inconclusive; x = not tested or not shown; [ ] = dose if it differs, or a comment. Unless noted, the call rests on the fitted dose curve; in most records, active means well fitted curve in the direction sought with a large enough effect; inconclusive means small, poorly fitted or top-dose-only effect, or another doubt; inactive means no such curve, though single readings can be large; an effect the other way counts as inactive or inconclusive. The list is partial; count on the stated rates, not on these rows.

SMILES	Chronic BCR inh	ASM inhibitor	Eya2 inh	Mito fusion yeast	TSHR antagonist	USP2a block	MBNL1 CUG block	Menin MLL FP TR	PKM2 activator	GALK inh	hERG WT inh
CC(C)CN1CCNC(=O)C1CC(=O)NCc1cnn(-c2cccc(F)c2)c1 (stereo not drawn)	u	8.5%	-0.6%	8.2%	-6.8	0.6%	7.3%	-6.5%	27.3%	-0.3%	-8.3
O=C(O)CNc1nc(-c2ccccc2)nc2c1oc1ccccc12	u	6.2%	1.2%	4.4%	-14.0	2.4%	1.6%	x	-7.5%	0.7%	0.8
CC1(C)CC(=O)c2sc(NS(=O)(=O)c3ccc([N+](=O)[O-])cc3)nc2C1	7.4%	2.8%	15.3%	-0.5%	-7.0	1.0%	u	u	1.8%	-8.3%	1.5
Cc1ccc(OCc2cc(C(=O)N3CC4C[C@@H]5CC3C[C@H](C4)C5)no2)cc1C	5.1%	-1.4%	-2.6%	1.2%	2.5	0.8%	0.0%	x	-4.9%	2.8%	-4.3
CCC(C)NC(=O)c1cn(CC)c2ccc(S(=O)(=O)N3CCCCCC3)cc2c1=O (stereo not drawn)	-3.9%	-3.8%	-1.4%	1.8%	-1.3	1.0%	19.7%	4.7%	-0.7%	11.4%	-1.4
Cc1cc(C)c(N2CCN(S(=O)(=O)N3CCCCCC3)CC2)c(C)c1	1.8%	-0.3%	-12.9%	2.6%	-3.7	-3.6%	6.0%	1.3%	6.8%	-3.3%	-7.8
CC1=CCC2C(=O)N(c3ccc4ccccc4n3)C(=O)C2C1 (stereo not drawn)	5.0%	2.6%	10.3%	1.3%	5.7	-1.0%	10.5%	116.2%[activator]	4.2%	-2.8%	-0.3
CC1=C(C(=O)Nc2cccc(C(=O)NCc3ccc(F)cc3)c2)SCCO1	-0.4%	-3.3%	6.9%	-1.9%	-5.5	0.1%	-0.2%	x	x	-0.9%	5.3
O=C(Cc1cccs1)NCC1CCCO1 (stereo not drawn)	-0.4%	3.8%	-3.9%	1.0%	-0.8	-0.9%	-3.7%	1.6%	-9.8%	-3.5%	-11.2
O=C(CN(C(=O)CNS(=O)(=O)c1ccc(F)cc1)c1ccccc1F)NCc1ccco1	-1.3%	-2.5%	2.3%	-4.3%	3.4	0.3%	1.8%	x	x	-1.5%	22.9
C[C@H]1CN=C(N(C)C)N1CCCC1CCCCC1	6.8%	3.3%	16.6%	-5.7%	3.2	0.5%	x	x	x	x	x
COc1ccc(Br)cc1/C=N/NC(=O)c1cccnc1	-9.9%	-0.4%	1.8%	-2.5%	2.8	0.1%	u	u	-8.5%[11.5 µM]	1.7%	-0.2
CCCCC(O)(c1ccc(F)cc1)C(CN1CCOCC1)c1ccc(Cl)cc1 (stereo not drawn)	u	-3.7%	-22.7%	-28.0%	2.6	2.8%	-8.2%	-25.0%	x	3.1%	14.4
Cc1ccnc(NC(=O)c2ccc(OCc3c(C)noc3C)cc2)c1	u	-2.5%	-3.6%	3.5%	-2.0	-1.7%	x	x	x	x	-14.1
CC(C)N(C(=O)Cn1c(-c2cccnc2)ccc(C#N)c1=O)C(C)C	0.3%	1.0%	11.9%	4.1%	-40.8	1.9%	-0.3%	-7.6%	-0.9%	0.0%	18.4
Cn1c(=O)[nH]c(=O)c2c1nc(Sc1ncccn1)n2CCCc1ccccc1	-1.0%	-0.9%	-22.6%	2.5%	-8.2	-1.7%	-12.8%	0.7%	1.8%	1.5%	4.0
N#Cc1cnn(-c2nc3sc4c(c3c(=O)[nH]2)CCCC4)c1N	u	1.7%	-28.8%	12.7%	-5.7	5.5%	-0.9%	u	3.1%	-7.9%	2.1
CCOC(=O)C1CCCCN1Cc1cccc(F)c1 (stereo not drawn)	u	-1.9%	9.5%	-2.2%	14.5	-0.6%	-4.0%	-8.9%	-11.4%	-2.4%	-9.3
Nn1c(SCCOc2ccccc2)nnc1-c1cccnc1	4.9%	5.6%	-5.2%	-2.1%	3.7	7.3%	-13.7%	8.2%	4.0%	0.1%	-4.5
O=C(/C=C/c1ccc2c(c1)OCCO2)c1ccccc1	u	34.0%[activator]	-13.5%	-12.1%	-7.3	1.7%	6.5%	x	-18.2%	-4.7%	-19.9
CCOC(=O)c1c(NC(=S)Nc2cccc(C)c2)sc2c1CC(C)(C)SC2	u	-8.9%	-23.8%	7.7%	-16.6	-10.1%	u	u	-0.6%	0.0%	1.2
COc1cccc(CN2CC(C(=O)NCCN3CCOCC3)CCC2=O)c1 (stereo not drawn)	5.5%	3.0%	12.2%	-2.2%	-5.2	1.0%	-2.7%	x	x	-3.8%	3.8
Cc1cc(C)c2c(C)[nH]nc2n1	-1.1%	-1.7%	0.6%	-0.4%	4.0	-0.3%	8.8%	x	-1.7%	-2.4%	2.8
O=C(C[C@H]1C/C=C\CCCC(=O)OC[C@H]2CCCN2C1=O)NCCO	0.2%	13.7%	5.6%	x	11.1	2.5%	x	x	x	x	x
O=C1CN(C(=O)c2ccc(Br)o2)C(c2ccccc2)c2cc(Br)ccc2N1 (stereo not drawn)	u	u	-16.5%	u	-25.9	-20.6%	u	-10.6%[11.7 µM]	7.7%	1.5%	9.3
CCOc1ccc(CC(=O)N/N=C/c2cccnc2)cc1	-18.1%	-0.4%	-22.4%	-1.0%	-1.8	8.9%	x	x	2.3%	-0.4%	-1.0
O=C(OCC(=O)N1CCc2ccccc21)c1cccnc1Cl	u	-1.2%	-15.6%	-0.6%	2.5	3.7%	2.8%	-21.3%	-7.0%	-1.5%	-9.0
CN(C)c1ccc(N2C(=NC(=O)c3ccccc3)SC3CS(=O)(=O)CC32)cc1 (stereo not drawn)	u	-2.3%	0.2%	21.5%	-8.4	4.6%	u	x	x	7.0%	-8.7
Cc1ccc(NC(=O)c2ccc(CSc3nnc(-c4ccncc4)n3C)cc2)c(C)c1	9.6%	2.1%	-13.1%	-5.3%	3.9	0.7%	-4.6%	x	-4.7%	0.7%	-5.7
COc1ccc(CCNc2cc(C)[nH]c(=O)c2)cc1OC	u	0.3%	2.8%	1.5%	-5.3	-1.9%	-21.4%	u	x	x	2.2
Cc1onc(-c2ccccc2Cl)c1C(=O)Oc1cc(N)n(S(=O)(=O)c2ccc(F)cc2)n1	u	-1.3%	-25.8%	-2.3%	-11.7	0.9%	3.6%	-22.9%	-1.7%	-1.8%	-2.3
CCN(CC)S(=O)(=O)c1cccc(C(=O)Nc2ccccc2)c1	12.5%	0.5%	-1.2%	6.7%	-11.5	2.9%	-1.5%	u	2.7%	7.5%	0.1
Cc1sc2ncnc(N3CCN(CCOc4ccc(Cl)cc4)CC3)c2c1C	-9.7%	-3.2%	16.3%	0.9%	-43.0	1.1%	0.4%	-10.2%	0.1%	3.5%	-21.1
CCCc1cc(=O)[nH]c(SCC(=O)N2CC3(C)CC2CC(C)(C)C3)n1 (stereo not drawn)	10.3%	0.8%	-13.2%	2.7%	-16.1	2.5%	x	x	x	x	3.8
N=C(N)N=Nc1c(O)[nH]c2ccc(Br)cc12	u	-12.0%	14.1%	2.8%	-1.4	-0.3%	u	-1.1%	2.2%	6.9%	-12.8
COc1ccc(C(=O)C2CCCCC2=O)cc1 (stereo not drawn)	u	1.0%	5.3%	0.6%	6.1	8.7%	2.3%	-9.1%	-8.2%	1.5%	12.9
O=C(Nc1ccc(S(=O)(=O)Nc2nccs2)cc1)C1=NN(c2ccccc2)C(=O)CC1	u	-0.4%	6.4%	12.8%	24.7	0.4%	x	x	u	-2.2%	-21.6
CCOC(=O)c1c(/N=C/c2ccccc2O)sc2c1CCC2	9.2%	3.0%	-2.2%	1.1%	-1.3	3.5%	-4.0%	-22.2%	17.0%	0.4%	4.2

Assay outcomes (PubChem BioAssay)
